UPR XBP1 act = activators of adaptive arm of unfolded protein response (XBP1); CHO-XBP1 luciferase reporter, IRE1-XBP1 UPR activation, luminescence; percent of tunicamycin response, DMSO as zero; activation, % at 20 µM; actives 0.33% (n = 330,000);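 active means versus positive control, 20 µM dose yields 30% or more activation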;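 further: 100% = tunicamycin at 10 µg/mL and 0% = DMSO only wells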
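Signal: luciferase luminescence; Assay system: CHO-XBP1 luciferase reporter cells; Amount: one thousand reporter cells per well; Dosing: 20 µM single concentration, DMSO 1%; Benchmarks: high control tunicamycin 10 µg/mL final, low control DMSO vehicle only; Schedule: 6 h compound exposure at 37 °C, 5% CO2; Evaluation: percent activation relative to tunicamycin reference.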
UPR CHOP act = apoptotic UPR (CHOP) activation; CHO-CHOP luciferase reporter, luminescence; percent of tunicamycin response over DMSO baseline; actives 0.34% (n = 330,000); activation, % at 10 µM;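 active means at 10 µM dose, activation of 40% or more, normalized to positive control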;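 further: 100% = tunicamycin at 10 µg/mL and 0% = DMSO alone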
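System: CHO-CHOP luciferase reporter cell line | Buffer or medium: F12 medium containing 10% fetal bovine serum | Doses: One dose, 10 µM in 0.5% DMSO | Times: 6 h compound exposure at 37 °C after overnight seeding | Signal: Luciferase luminescence | Read-out: % activation vs tunicamycin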
Jurkat NFkB inh = inhibitors of the PMA/ionomycin-induced NF-kB reporter in Jurkat cells; PMA/ionomycin-induced NF-kB luciferase reporter, luminescence; inhibition, % at 4 µM; actives 0.53% (n = 330,000); AID 435003; in the data active means inhibition above about 50%
697 NFkB inh = inhibitors of the PMA/ionomycin-induced NF-kB reporter in 697 B cells. 697 B-cell NF-kB luciferase reporter, 16 h. inhibition, % at 4 µM. actives 0.33% (n = 330,000). AID 435022; in the data active means inhibition above about 35%
Mdm2 MdmX PPI = disrupts the human Mdm2-MdmX interaction; SaOS-2 split-luciferase Mdm2/MdmX complementation, luminescence; actives 3% (n = 330,000); AID 485346; inhibition, % at 8 µM; O15151+Q00987;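 active means inhibition of at least 50% at 8 µM in the primary screen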
Target sequence (O15151 whole entry, looked up): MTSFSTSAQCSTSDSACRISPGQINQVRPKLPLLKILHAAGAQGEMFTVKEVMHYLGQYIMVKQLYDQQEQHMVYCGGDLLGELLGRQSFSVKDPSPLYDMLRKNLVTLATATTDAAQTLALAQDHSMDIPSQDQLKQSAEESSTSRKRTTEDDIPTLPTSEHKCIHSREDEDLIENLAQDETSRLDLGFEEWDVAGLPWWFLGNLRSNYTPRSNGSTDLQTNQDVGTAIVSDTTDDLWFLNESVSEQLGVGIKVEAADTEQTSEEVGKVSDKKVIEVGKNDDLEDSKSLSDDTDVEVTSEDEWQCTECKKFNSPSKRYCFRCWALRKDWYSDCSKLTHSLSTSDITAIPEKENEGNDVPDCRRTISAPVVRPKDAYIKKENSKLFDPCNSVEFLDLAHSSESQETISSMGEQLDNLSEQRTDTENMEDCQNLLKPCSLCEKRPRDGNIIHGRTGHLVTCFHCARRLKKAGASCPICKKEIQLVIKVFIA
Target sequence (Q00987 whole entry, looked up): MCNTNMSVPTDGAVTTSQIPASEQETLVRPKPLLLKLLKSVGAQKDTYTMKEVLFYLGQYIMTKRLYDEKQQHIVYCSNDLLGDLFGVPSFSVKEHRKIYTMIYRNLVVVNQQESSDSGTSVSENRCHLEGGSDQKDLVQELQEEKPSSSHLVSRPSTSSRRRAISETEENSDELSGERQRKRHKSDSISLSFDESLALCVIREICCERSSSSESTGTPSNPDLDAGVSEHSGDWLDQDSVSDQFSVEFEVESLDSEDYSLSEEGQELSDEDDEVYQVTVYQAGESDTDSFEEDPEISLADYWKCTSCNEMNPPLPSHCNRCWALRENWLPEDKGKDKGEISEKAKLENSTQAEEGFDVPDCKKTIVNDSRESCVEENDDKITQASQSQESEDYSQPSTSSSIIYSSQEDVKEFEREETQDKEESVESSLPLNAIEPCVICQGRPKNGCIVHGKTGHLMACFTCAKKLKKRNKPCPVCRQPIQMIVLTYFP
tim23-1 inh = growth inhibitors of tim23-1 mutant yeast; AID 463212; inhibition, % at 20 µM; actives 1.3% (n = 330,000); S. cerevisiae tim23-1 growth, BacTiter-Glo luminescence, 24 h;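 active means growth inhibition of the mutant yeast at or above 50%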;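 further: temperature-sensitive mutant grown at 25 °C; plate controls were DMSO-treated mutant yeast for no effect and medium wells lacking yeast for full effect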
TIM10 inh = inhibits growth of TIM10 yeast strain; S. cerevisiae TIM10 strain growth, BacTiter-Glo luminescence, 24 h; inhibition, % at 10 µM; actives 1.4% (n = 330,000);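 active means inhibition of 40% or more at the single tested concentration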;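 further: wild-type TIM10 isogenic control strain grown at permissive 25 °C; 0% = DMSO yeast wells and 100% = minimal medium wells without yeast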
tim10-1 inh = growth inhibitors of tim10-1 mutant yeast; inhibition, % at 20 µM; actives 2.2% (n = 330,000); S. cerevisiae tim10-1 ts strain growth, BacTiter-Glo, 24 h;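 active means inhibition of at least 40%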;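 further: mutant grown at 25 °C; 0% = DMSO wells with yeast and 100% = wells holding no yeast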
* hit, by the source's call.

| SMILES | UPR XBP1 act | UPR CHOP act | Jurkat NFkB inh | 697 NFkB inh | Mdm2 MdmX PPI | tim23-1 inh | TIM10 inh | tim10-1 inh |
| --- | --- | --- | --- | --- | --- | --- | --- | --- |
| CC(=O)c1ccc(NC(=O)CCc2c(C)nn(-c3ccc(N4CCOCC4)nn3)c2C)cc1 | 3 | 4.5 | -41 | -9 | -5 | -4 | 0 | -10 |
| Cc1ccc(C(OCC(O)CN2CCCCC2)c2ccccc2)cc1 (stereo not drawn) | -5 | 1.1 | 5 | 4 | -15 | 3 | -12 | 8 |
| COc1ccc(C(=O)O/N=C(/c2cccs2)C(C)(C)C)cc1 | -1 | 0.4 | -1 | 7 | -4 | 11 | -10 | -5 |
| CC(OC(=O)/C=C/c1cccs1)C(=O)NC1CCCCC1C (stereo not drawn) | -4 | 1.2 | 19 | 3 | 17 | 19 | 1 | 5 |
| Oc1ccc(/C=N\Nc2nncc(-c3ccccc3)n2)cc1 | 8 | 5.4 | -2 | -44 | -1 | 2 | 16 | -3 |
| Cn1c(=O)c2c(ncn2CC(=O)N/N=C/C=C/c2ccccc2[N+](=O)[O-])n(C)c1=O | -1 | 0.9 | -2 | 1 | 27 | 8 | -2 | -11 |
| Cn1c(=NC(=O)CCS(=O)(=O)c2ccccc2)sc2cc(F)ccc21 | -5 | -4.1 | 6 | -20 | 12 | -10 | -1 | 1 |
| Cc1ccc(S(=O)(=O)NC(Cc2ccccc2)C(=O)NN)cc1 (stereo not drawn) | -6 | -1.7 | 6 | -4 | 15 | 2 | 4 | 12 |
| CCOC(=O)C(CC)n1nc(C)n2c(cc3sccc32)c1=O (stereo not drawn) | -2 | 6.7 | 1 | 10 | -5 | 22 | -2 | 0 |
| Cc1cc(C)nc(N2CCN(c3ncnc4c3cnn4Cc3ccc(Cl)cc3Cl)CC2)n1 | 0 | 3.0 | 16 | 12 | 44 | -4 | 6 | 6 |
| O=C(COC(=O)CNC(=O)c1ccccc1)Nc1ccc(S(=O)(=O)N2CCCC2)cc1 | -3 | 1.0 | -7 | 13 | -27 | 0 | 5 | 6 |
| CCOC(=O)Cc1csc(SCC(=O)Nc2cc(Cl)ccc2Oc2ccccc2)n1 | -6 | 2.6 | 9 | 9 | 17 | 30 | 21 | 25 |
| COc1cc(/C=C2/NC(=O)N(CC(=O)Nc3cccc(C)c3)C2=O)ccc1OCC(N)=O | 1 | -1.8 | 12 | 12 | -12 | -2 | -10 | -1 |
| Nc1nonc1C(=O)N/N=C/c1cc2c(cc1Br)OCO2 | 0 | 0.2 | 25 | 17 | 9 | 2 | -10 | 0 |
| CC(C)OC(=O)CSc1nnc(-c2cccnc2)n1N | -4 | 0.4 | 13 | -4 | -1 | 20 | -1 | -1 |
| O=c1c2ccccc2nnn1CCN1CCOCC1 | 4 | -1.3 | 5 | 3 | -28 | 4 | 7 | 18 |
| Cc1cc(Cl)ccc1NC(=O)c1ccc2c(c1)OCO2 | 2 | 6.1 | -81 | -89 | -80 | 18 | 6 | 16 |
| COc1ccccc1N1CCN(C2CCCCC2NS(=O)(=O)c2ccccc2)CC1 (stereo not drawn) | 0 | 1.4 | 10 | -1 | 16 | 16 | 14 | -3 |
| C#CCCOC(=O)N1C2=NC(C(=O)OC)=C(C(=O)OC)[C@@H]3N(C)c4ccc(OC)cc4[C@]23C[C@H]1C(=O)OC | 3 | 1.0 | 35 | 10 | 5 | 13 | 14 | 25 |
| COc1cccc2sc(Nc3nc(-c4ccncc4)cs3)nc12 | 28 | 3.3 | 60* | -28 | 61* | -3 | 35 | -2 |
| CCCCn1c(=O)[nH]c(=O)c2c1nc(-c1ccc3ccccc3c1)n2CC | 8 | -1.7 | 1 | -4 | 24 | 0 | -7 | 1 |
| CCN(C(=O)C1CCCN(c2nc(-c3ccc(OC)cc3)no2)C1)c1ccccc1F (stereo not drawn) | 1 | 2.7 | 21 | -7 | 16 | 22 | 12 | 20 |
| Cc1cc(C)cc(NC(=S)NCc2ccc3c(c2)OCO3)c1 | -2 | -0.1 | 7 | -11 | 25 | -15 | 42* | 11 |
| Cc1ccc(C(=O)Nc2ncccc2O)cc1S(=O)(=O)N1CCCCC1 | -1 | -0.9 | 5 | -17 | 0 | 2 | 16 | 16 |
| COc1ccccc1/C=C/C(=O)NC1CC2CCC1C2 (stereo not drawn) | -4 | 3.4 | -21 | -3 | 3 | 40 | 19 | 19 |
| Cc1nc2ccc(S(=O)(=O)N(C)CC(=O)NCc3ccc4c(c3)OCO4)cc2s1 | 0 | -5.3 | -13 | 20 | 27 | 7 | 12 | 10 |
| FC(F)(F)c1ccc(Cl)c(-n2c(-c3cc(-c4ccco4)[nH]n3)n[nH]c2=S)c1 | -3 | -1.4 | -24 | -31 | -25 | 14 | -5 | 7 |
| CCn1c(=O)n(CC(=O)Nc2ccc(F)cc2)c(=O)c2ccccc21 | 2 | -1.7 | -2 | 7 | 20 | 4 | -12 | -2 |
| CC1Oc2ccccc2OC1(O)c1ccc2ccccc2n1 (stereo not drawn) | -2 | -1.0 | -2 | 3 | 24 | 25 | 5 | 9 |
| Cc1nc(NC(=O)c2ccccc2)sc1-c1csc(NCc2ccccc2)n1 | -3 | 4.5 | -17 | -60 | -12 | 43 | 19 | 24 |
| Cn1c(=O)n(C)c2cc([N+](=O)[O-])c(N3CCN(C(=O)c4ccccc4Cl)CC3)cc21 | -2 | 0.8 | 27 | -7 | 32 | 26 | 26 | 22 |
| Oc1csc(Cc2nc(-c3ccc4ccccc4c3)cs2)n1 | 11 | 1.8 | -35 | -57 | -38 | 14 | 26 | 12 |
| CSCCC(NS(=O)(=O)c1ccccc1F)C(=O)N1CCCCCC1 (stereo not drawn) | 0 | 1.5 | -15 | -6 | -6 | 24 | 7 | 30 |
| CCOC(=O)c1oc2nc(C)c3c(c2c1N)CC(C)(C)OC3 | -1 | 0.0 | 1 | -14 | 11 | 2 | 15 | 13 |
| CCOc1ccc(-n2c(SCC(=O)NCc3ccco3)nc3ccccc3c2=O)cc1 | -2 | 0.4 | 9 | -2 | 6 | 14 | 8 | -1 |
| CCOC(=O)c1sc(N/N=C/c2ccc(N(C)C)cc2)nc1C | -4 | 3.0 | -15 | -35 | -4 | 10 | 8 | 3 |
| O=C(c1cccc(C(F)(F)F)c1)N1CCC(O)(CS(=O)(=O)Cc2ccccc2Cl)CC1 | 3 | -0.9 | 9 | 7 | 6 | 18 | 6 | 23 |
| O=C(NCCc1ccccc1)c1coc(=O)c(Br)c1 | -8 | 105* | 22 | -54 | 41 | 22 | 15 | 15 |
| O=[N+]([O-])c1cccnc1N1CCC(c2cc(-c3ccc(Cl)cc3Cl)n[nH]2)CC1 | 1 | -0.5 | -13 | 0 | 25 | 26 | 32 | 37 |
| COc1cc(CN2CCN(Cc3ccc(C)cc3)CC2)c([N+](=O)[O-])cc1OC | 5 | -0.6 | 8 | 10 | -8 | -4 | 5 | -3 |
| Nc1c(O)cccc1C(=O)O | -6 | -0.7 | 1 | 6 | 6 | 4 | 15 | 4 |
| CCC(Sc1nc2sc(C(=O)OC)c(C)c2c(=O)n1N)C(=O)N(CC)CC (stereo not drawn) | -2 | -0.1 | -3 | 19 | -15 | -5 | 28 | 18 |
| CCCn1c2ccccc2c2cnn(CC(=O)NC3CCC(C)CC3)c(=O)c21 (stereo not drawn) | -1 | -1.8 | 9 | 12 | 26 | 16 | -10 | 10 |
| CCC(C(=O)N1CCN(S(=O)(=O)c2sc(C(=O)O)c(C)c2C(=O)O)CC1)c1ccccc1 (stereo not drawn) | -1 | -1.9 | -10 | 10 | 22 | -15 | 4 | -7 |
| CC(C)c1ccc(NC(=O)Cn2ncn3c(cc4ccccc43)c2=O)cc1 | 3 | -0.7 | -8 | -43 | 0 | 24 | 4 | 2 |
| CCS(=O)(=O)N1CCCC(C(=O)NC2CCCCC2)C1 (stereo not drawn) | -4 | -0.3 | 13 | 17 | 2 | -5 | 8 | -7 |
| CCS(=O)(=O)N1CCC(C(=O)Nc2ccccc2OC)CC1 | -4 | 0.6 | 0 | 6 | 11 | 3 | 8 | 2 |
| Cc1ccc(-c2nnn(CC(=O)N(c3cccc(F)c3)C(C(=O)NC(C)(C)C)c3ccco3)n2)o1 (stereo not drawn) | 1 | -2.1 | 24 | 27 | 20 | -15 | 4 | -17 |

Full records as entered above. Values in the order: UPR XBP1 act	UPR CHOP act	Jurkat NFkB inh	697 NFkB inh	Mdm2 MdmX PPI	tim23-1 inh	TIM10 inh	tim10-1 inh
Listed for CSCCC(NS(=O)(=O)c1ccccc1F)C(=O)N1CCCCCC1 (stereo not drawn) → 0	1.5	-15	-6	-6	24	7	30
Listed for CC(C)c1ccc(NC(=O)Cn2ncn3c(cc4ccccc43)c2=O)cc1 → 3	-0.7	-8	-43	0	24	4	2
Listed for Cc1ccc(-c2nnn(CC(=O)N(c3cccc(F)c3)C(C(=O)NC(C)(C)C)c3ccco3)n2)o1 (stereo not drawn) → 1	-2.1	24	27	20	-15	4	-17

Entries above that contain an aryl thioether with sulfur outside any ring (4):
| SMILES | UPR XBP1 act | UPR CHOP act | Jurkat NFkB inh | 697 NFkB inh | Mdm2 MdmX PPI | tim23-1 inh | TIM10 inh | tim10-1 inh |
| --- | --- | --- | --- | --- | --- | --- | --- | --- |
| CCOC(=O)Cc1csc(SCC(=O)Nc2cc(Cl)ccc2Oc2ccccc2)n1 | -6 | 2.6 | 9 | 9 | 17 | 30 | 21 | 25 |
| CC(C)OC(=O)CSc1nnc(-c2cccnc2)n1N | -4 | 0.4 | 13 | -4 | -1 | 20 | -1 | -1 |
| CCOc1ccc(-n2c(SCC(=O)NCc3ccco3)nc3ccccc3c2=O)cc1 | -2 | 0.4 | 9 | -2 | 6 | 14 | 8 | -1 |
| CCC(Sc1nc2sc(C(=O)OC)c(C)c2c(=O)n1N)C(=O)N(CC)CC (stereo not drawn) | -2 | -0.1 | -3 | 19 | -15 | -5 | 28 | 18 |

Reformatted: results already given.
CCOC(=O)c1sc(N/N=C/c2ccc(N(C)C)cc2)nc1C
- UPR XBP1 act: -4
- UPR CHOP act: 3.0
- Jurkat NFkB inh: -15
- 697 NFkB inh: -35
- Mdm2 MdmX PPI: -4
- tim23-1 inh: 10
- TIM10 inh: 8
- tim10-1 inh: 3
O=C(c1cccc(C(F)(F)F)c1)N1CCC(O)(CS(=O)(=O)Cc2ccccc2Cl)CC1
- UPR XBP1 act: 3
- UPR CHOP act: -0.9
- Jurkat NFkB inh: 9
- 697 NFkB inh: 7
- Mdm2 MdmX PPI: 6
- tim23-1 inh: 18
- TIM10 inh: 6
- tim10-1 inh: 23

Screening data (PubChem)
